HEK293 tox: cytotoxicity counter-screen for GLP-1 receptor inverse agonists; HEK293 cAMP-luciferase reporter cells, luminescence, 24 h; Potency, µM (series often up to 38.3 µM), inactives show at the highest dose activity change, negative = inhibition, hits mostly inhibitors; 410,000 compounds, 0.13% hits; AID 624418;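 also: loss of luciferase light is scored as toxicity; potency is read from the fitted curve at half-maximal effect; % is scaled to controls: 0 for no effect and ±100 for the full control effect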
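To flag toxic compounds, the library was rerun on cells for 24 hr at 37 deg C and 5% CO2. Viability-linked luminescence was captured 12 min after adding luciferase detection reagent.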
D3 ag: D3 dopamine receptor (human) agonism; 410,000 compounds, 0.58% hits; P35462; D3R DiscoveRx beta-arrestin cells, luminescence, 90 min; max activation, %; in the data active = max activation above about 30%; also: 0% is about no effect; mostly tested at two doses, the higher about 12 µM
Target sequence (P35462 whole entry, looked up): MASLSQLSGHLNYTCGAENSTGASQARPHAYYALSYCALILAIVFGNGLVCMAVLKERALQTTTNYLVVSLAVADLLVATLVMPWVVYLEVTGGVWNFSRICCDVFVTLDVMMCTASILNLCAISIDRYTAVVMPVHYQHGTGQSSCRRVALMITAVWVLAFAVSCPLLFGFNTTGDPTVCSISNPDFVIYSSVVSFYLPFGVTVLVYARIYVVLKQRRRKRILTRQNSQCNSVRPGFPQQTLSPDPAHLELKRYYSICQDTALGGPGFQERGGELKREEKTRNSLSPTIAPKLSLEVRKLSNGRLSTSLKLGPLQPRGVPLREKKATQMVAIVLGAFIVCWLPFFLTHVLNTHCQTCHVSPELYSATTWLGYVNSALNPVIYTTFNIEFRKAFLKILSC
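Cells at 1500/well, incubated overnight, then treated with pinned compounds (dopamine as control) for 90 min at 37 degrees C. DiscoveRx reagent added for 30 - 60 minutes at room temperature; luminescence read.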
HT1080-NT tox: kills 2HG-producing HT-1080-NT fibrosarcoma cells; HT-1080-NT fibrosarcoma viability, CellTiter-Glo ATP luminescence, 48 h; Potency, µM (titrated, usually from 46.1 µM), without a hit: top-dose activity, negative = less viability, most hits filed as cytotoxic; 360,000 compounds, 1.6% hits;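 also: NT is the 2HG producing partner of a matched IDH1 knockdown line; potency is read from the fitted curve at half-maximal effect; 0% = DMSO-treated cells and -100% = media-only wells without cells; nearly all actives have a fitted effect of over 55% in size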
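Read-out is CellTiter-Glo luminescence after 10 minutes at room temperature, following 48 hours' compound treatment of HT-1080-NT cells (750 cells/well, RPMI, 5% FBS, 37 degrees C).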
HT1080 IDH1KD tx: toxicity to HT-1080 IDH1 knockdown cells (counter line) | AID 686971 | Potency, µM (titrated, usually from 46.1 µM), without a hit: at the highest dose activity, negative = toxicity, usual class: cytotoxic | 360,000 compounds, 2% hits | HT-1080 IDH1 knockdown viability, ATP luminescence, 48 h;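 also: potency is read from the fitted curve at half-maximal effect; 0% = DMSO wells and -100% = cell-free medium wells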
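IDH1KD HT-1080 cells, 750/well, RPMI + 5% FBS; compound pinned after 2 h settling; 48 h, 37 °C; CellTiter-Glo luminescence; % activity normalised to DMSO and no-cell wells; curves fitted, classed by r2 and efficacy.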
SW480 rereplic: DNA re-replication induction in SW480 cells | AID 624297 | SW480 DNA re-replication, Hoechst DNA content imaging, 48 h | 340,000 compounds, 1.8% hits | Potency, µM (doses to about 46.1 µM), inactives show at the highest dose re-replication activation, usual class: activators; also: potency is read from the fitted curve at half-maximal effect; % of control where 0% means no effect; nearly all actives have a fitted effect of over 55% in size
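Cells (250 per well) received 23 nL compound or DMSO by pin tool and were kept 48 hr at 37 C, 5% CO2. Nuclei were then stained with Hoechst for 40 min and scanned for DNA content.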
MCF10A rereplic: DNA re-replication induction in MCF 10a cells; MCF 10A DNA re-replication, Hoechst nuclear intensity, 48 h; Potency, µM (highest dose often 46.1 µM), for inactives: at the highest dose activity, positive = re-replication, usual class: activators; 350,000 compounds, 2.9% hits; AID 624296; also: potency is read from the fitted curve at half-maximal effect; % of control where 0% means no effect; nearly all actives have a fitted effect of over 50% in size
IL-1B inflam inh: blocks inflammasome-driven IL-1 beta release; THP-1 LPS/ATP IL-1B secretion, AlphaLISA, 16 h; stronger effect = lower value; activity change, % at 57.5 µM; 360,000 compounds, 4.7% hits; AID 743279; in the data active = activity change below about -50%; inconclusive = mostly about -30% to -49%; also: % is scaled to controls: 0 for no effect and ±100 for the full control effect
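THP-1 cells pretreated 1 hr with compounds (up to 57.5 uM final), then stimulated with LPS (250 ng/mL final) plus ATP (1.25 mM final); secreted IL-1B measured by AlphaLISA after 16 hr, decreased signal indicating inhibition.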
KB-3-1 tox: kills parental KB-3-1 adenocarcinoma cells. KB-3-1 viability, CellTiter-Glo ATP luminescence, 72 h. Potency, µM (titrated, usually from 46.1 µM), for the others: top-dose activity change, negative = cytotoxic, usual class: cytotoxic. 400,000 compounds, 1.4% hits. AID 1347075; also: potency is read from the fitted curve at half-maximal effect; % is scaled to controls: 0 for no effect and ±100 for the full control effect; nearly all actives have a fitted effect of over 60% in size
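KB-3-1 parental drug-naive adenocarcinoma cells in DMEM/10% FBS, incubated 72 h at 37 C with pin-transferred compounds across a concentration series. Viability by CellTiter-Glo luminescence; concentration-response curves fitted after normalization.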
KB-V1 cytotox: KB-V1 MDR subline cytotoxicity; 400,000 compounds, 3.4% hits; KB-V1 MDR cells viability, CellTiter-Glo, 72 h; Potency, µM (top dose mostly 46.1 µM), inactives show at the top dose activity change, negative = cytotoxicity, actives largely listed as cytotoxic; AID 1347076; also: potency is read from the fitted curve at half-maximal effect; % is scaled to controls: 0 for no effect and ±100 for the full control effect; nearly all actives have a fitted effect of over 60% in size
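KB-V1 MDR subline cells in DMEM (phenol-red free, 10% FBS) exposed to compounds in qHTS concentration series for 72 h at 37 degrees C. Viability read by CellTiter-Glo luminescence; concentration-effect curves fitted after normalization and correction.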
Numbers without * were called inactive; ? = inconclusive; · = no result given; [ ] = another dose, or the depositor's remark. Unless noted, calls follow the shape of the dose curve; as a rule, active = well fitted curve in the direction sought with a large enough effect; inconclusive = small, poorly fitted or top-dose-only effect, or another doubt; inactive = no such curve, though single readings can be large; an effect the other way counts as inactive or inconclusive. Rows were taken by chance. About 11% of those tested had a hit in this group.

| SMILES | HEK293 tox | D3 ag | HT1080-NT tox | HT1080 IDH1KD tx | SW480 rereplic | MCF10A rereplic | IL-1B inflam inh | KB-3-1 tox | KB-V1 cytotox |
| --- | --- | --- | --- | --- | --- | --- | --- | --- | --- |
| CC(C)N(CCNC(=O)C1CCC(=O)N1Cc1ccc(F)cc1)Cc1ccccc1 (stereo not drawn) | -6% | -5 | 19% | 8% | -4% | -1% | 13 | 7% | -2% |
| O=C(CN(Cc1ccccc1Cl)C(=O)c1csnn1)NCc1ccccc1 | -14% | -8 | 16% | 12% | -5% | -14% | -1 | ? | 19% |
| COc1ccc(OC)c(NC(=O)CCc2c(C)nc3c(-c4ccccc4)c(C)nn3c2C)c1 | 3% | 4 | · | · | · | · | · | ? | ? |
| COc1ccc(CNC(=O)C2CCCN(S(=O)(=O)N3CC(C)CC(C)C3)C2)c(OC)c1 (stereo not drawn) | -11% | 2 | 14% | -3% | -26% | -3% | -28 | -18% | ? |
| COc1ccc(-c2cc(C(=O)N3CCN(c4ccccc4O)CC3)c3ccccc3n2)cc1OC | ? | 12 | -27% | -29% | ? | ? | ? | ? | ? |
| Cc1cccc(C)c1N(CC(=O)NCc1ccco1)C(=O)CNS(=O)(=O)c1ccc(F)cc1 | -22% | -3 | 0% | 12% | -5% | 3% | -13 | 4% | -6% |
| COc1cc(-c2n[nH]c(=S)n2-c2cc(C(F)(F)F)ccc2Cl)cc(OC)c1OC | -7% | 1 | 3% | 3% | -95%[inhibitor] | -50%[inhibitor] | 33 | 8% | 13µM* |
| NC(=O)c1ccsc1NC(=O)COC(=O)c1cc(=O)[nH]c2ccccc12 | 8% | 3 | -10% | 1% | 3% | -4% | 1 | -5% | 15% |
| COC(=O)Cn1c(C)c(/C=C/c2cc[n+](C)cc2)c2ccccc21 | 1% | 1 | 4% | 1% | -2% | -1% | 31 | ? | 11% |
| Cc1c(NC(=O)CSc2nnc(-c3cccc(Cl)c3)o2)c(=O)n(-c2ccccc2)n1C | 4% | -6 | 15% | 9%[9.24 µM] | -5% | -1% | -7 | -2% | -4% |
| COc1ccc(Cc2nnc(SCC(=O)c3ccc4c(c3)OCO4)o2)cc1 | 10% | 3 | 2% | 5% | -5% | 13% | 4 | -3% | -20% |
| CC1=CC(=C(C#N)c2nc3ccccc3s2)C=C(C)N1CC1CCCO1 (stereo not drawn) | 90%[activator] | -10 | -2% | -3% | 23µM* | 13µM* | 25 | 11% | -31% |
| COC(=O)c1ccccc1COn1c(=O)c[n+]([O-])c2ccccc21 | -13% | -1 | -5% | 0% | -2%[9.22 µM] | 13% | 8 | 0% | -10% |
| Cc1nn(-c2ncc(C(F)(F)F)cc2Cl)c(=O)n1-c1ccccc1Cl | 6% | 3 | 8% | 11% | 0% | -2% | -4 | 0% | 8% |
| COc1cc(CNCC(C)C)cc(Br)c1OCC(=O)Nc1ccccc1 | -22% | -6 | -23% | -26% | -12% | 2% | -7 | 0% | -21% |
| Cn1cc(C(=O)N2CCN(c3ccccc3)CC2)c(=O)c2cc(S(=O)(=O)N3CCOCC3)ccc21 | -7% | 0 | 7% | 0% | 3% | -1% | -4 | 25% | 0% |
| Cc1ccc2c(n1)sc1c(N)ncnc12 | 19% | 8 | -5% | -7% | 15% | ? | -16 | -3% | ? |
| Cc1oc(-c2ccccc2)nc1Cn1cccc1C1=NC(c2ccccc2)CO1 (stereo not drawn) | 3% | 1 | -13% | ? | ? | ? | -10 | 16µM* | 12µM* |
| CCc1nnc(NS(=O)(=O)c2ccc(NC(=O)Nc3ccc(OC)cc3)cc2)s1 | -1% | -2 | 3% | -3% | -10% | 2% | 0 | 0% | -4% |
| COc1ccc(OCC(N)=O)cc1 | 3% | 2 | 5% | 4% | -3% | -1% | -9 | 5% | ? |
| Oc1ccc(N2CCN(C(c3cccnc3)c3nnnn3Cc3ccccc3)CC2)cc1 (stereo not drawn) | -24% | 29 | -1% | 8%[9.24 µM] | ? | 8% | 5 | 9% | -1% |
| Clc1ccc2nc(N3CCN(c4ccccc4)CC3)sc2c1 | -3% | 1 | 24% | 11% | -4% | -1% | 8 | -2% | 6% |
| Cc1ccc(NC(=O)Cn2c(=O)n(Cc3ccc(C(=O)NCc4ccc5c(c4)OCO5)cc3)c(=O)c3ccccc32)cc1 | -1% | -10 | · | · | · | · | · | 0% | 5% |
| CCC(Oc1ccccc1)C(=O)Nc1cc(-c2ccccc2OC)nn1-c1ccccc1 (stereo not drawn) | 8% | -5 | · | · | · | · | · | 4% | 20% |
| CCc1nnc(NS(=O)(=O)c2ccc(NCc3cc(Cl)cc(Cl)c3O)cc2)s1 | -17% | -10 | -20% | -4% | -2% | ? | 19 | 17% | -6% |
| CCOC(=O)c1nnn(-c2nonc2N)c1CN(C)C1CCCCC1 | -1% | 10 | 15% | 5%[9.24 µM] | -9% | 1% | 18 | -10% | 8% |
| Cc1ccc(N2C(=O)CC(Sc3ccccc3C(=O)O)C2=O)c([N+](=O)[O-])c1 (stereo not drawn) | -4% | 8 | -3% | 3% | 10% | -12% | 9 | 0% | 26% |
| Cc1ccc(C(=O)NCCCNC(=O)c2ccc(C)nc2)cc1 | 8% | -9 | -1% | -2% | -9% | -8% | 36 | 0% | 7% |
| CN(CC(=O)NCc1ccc(Cl)cc1)S(=O)(=O)c1ccc2[nH]c3c(c2c1)CCCC3 | -24% | -17 | · | · | · | · | · | -27% | -7% |
| CCCCC(C(=O)NC(C)c1ccccc1)C(=O)NC(C)c1ccccc1 (stereo not drawn) | 19% | -7 | 13% | 6% | -3% | -17% | -19 | 6% | ? |

Next section; the last four above are carried over.
| SMILES | HEK293 tox | D3 ag | HT1080-NT tox | HT1080 IDH1KD tx | SW480 rereplic | MCF10A rereplic | IL-1B inflam inh | KB-3-1 tox | KB-V1 cytotox |
| --- | --- | --- | --- | --- | --- | --- | --- | --- | --- |
| Cc1ccc(N2C(=O)CC(Sc3ccccc3C(=O)O)C2=O)c([N+](=O)[O-])c1 (stereo not drawn) | -4% | 8 | -3% | 3% | 10% | -12% | 9 | 0% | 26% |
| Cc1ccc(C(=O)NCCCNC(=O)c2ccc(C)nc2)cc1 | 8% | -9 | -1% | -2% | -9% | -8% | 36 | 0% | 7% |
| CN(CC(=O)NCc1ccc(Cl)cc1)S(=O)(=O)c1ccc2[nH]c3c(c2c1)CCCC3 | -24% | -17 | · | · | · | · | · | -27% | -7% |
| CCCCC(C(=O)NC(C)c1ccccc1)C(=O)NC(C)c1ccccc1 (stereo not drawn) | 19% | -7 | 13% | 6% | -3% | -17% | -19 | 6% | ? |
| O=C(Nc1ccccc1F)Oc1cccc(OC(=O)Nc2ccccc2F)c1 | 4% | -1 | 0% | 3% | 3% | 12% | 0 | -1% | 7% |
| CCOP(=O)(OCC)C(Nc1ccc([N+](=O)[O-])cc1)c1ccc(Cl)cc1 (stereo not drawn) | 2% | 0 | -14% | -25% | -5% | 14% | -4 | 0% | ? |
| CCCCn1c(N)c(N(CCOC)C(=O)CN2C(=O)C3CCCCC3C2=O)c(=O)[nH]c1=O (stereo not drawn) | 6% | -5 | 1% | -1% | -14% | -6% | 12 | 17% | ? |
| CCOc1ccc(NC(=O)CN(C)C(=O)C2(c3ccccc3)CC2)cc1OCC | -5% | 1 | 1% | 2% | -4% | 0% | 2 | -3% | ? |
| COc1ccc2c(c1)c1c(c(=O)n(-c3ccc(C)cc3)c(=O)n1CC(=O)c1ccc(Cl)cc1)n2C | -5% | 7 | · | · | · | · | · | -14% | ? |
| COc1ccc2nc(-c3ccc(F)cc3)sc2c1 | · | · | · | · | ? | 28% | · | 0% | 0% |
| c1ccc2c(c1)nnn2Cc1nnc2sc(-c3ccc4c(c3)OCCO4)nn12 | 2% | 6 | -1% | 4% | -1% | 2% | 6 | -3% | 7% |
| COC(=O)c1cc(OC)ccc1-c1ccc(OC)cc1 | 15% | 1 | ? | 0%[9.24 µM] | -4% | 17% | -5 | -8% | -27% |
| CCOC(=O)c1cn2c(C)cccc2n1 | 2% | 12 | 22% | 14% | -13% | 7% | 7 | 9% | ? |
| CN1CCN(C(=O)C(=O)c2cn(CC(=O)N3CCOCC3)c3ccccc23)CC1 | 0% | 1 | 3% | 5% | · | · | -22 | 1% | 29% |
| Cc1ccc(C)c(-n2c(SCC(=O)O)nc3sc4c(c3c2=O)CCCC4)c1 | 0% | -7 | -5% | 0% | 9% | -4% | 0 | -8% | 16% |
| Cc1ccc(/C=N/NC(=O)c2nnn(-c3nonc3N)c2CN(C)C2CCCCC2)cc1 | 3% | -1 | 14% | 0% | -5% | -2% | 1 | 0% | 0% |
| CCn1c(SCC(=O)NCCc2ccc(OC)c(OC)c2)nc2c([nH]c3ccccc32)c1=O | -13% | -2 | -3% | -1% | · | · | -18 | -12% | -10% |
| CCN1C(=NCCc2ccccn2)N[C@@H](c2cccc(F)c2)C(C(=O)OC)=C1C | 0% | -10 | -2% | 4% | -16% | 2% | -15 | 19% | 2% |
| CC1Cc2ccccc2N1C(=O)CSc1nc2ccc(NC(=O)COc3ccccc3)cc2s1 (stereo not drawn) | 6% | 5 | · | · | · | · | · | -1% | 7% |
| O=S(=O)(NC1=NCCC1)c1ccc(F)cc1F | 2% | -10 | 6% | 8% | 5% | -3% | -3 | 3% | 1% |
| N#C/C(=C(/O)c1ccc(Br)s1)c1nc2ccccc2[nH]1 | -3% | 3 | ? | ? | 7.3µM* | 2.9µM* | 18 | 6.5µM* | ? |
| N#Cc1cc(Nc2c(N)nc[nH]c2=O)c([N+](=O)[O-])cc1C#N | -14% | -8 | -4% | -13% | 20% | ? | 24 | -6% | -15% |
| O=c1[nH]c(N2CCN(Cc3ccc4c(c3)OCO4)CC2)nc2c1CCCC2 | -1% | 0 | 15% | 0% | -7% | 3% | 4 | 4% | 1% |

Screens deposited in PubChem by National Center for Advancing Translational Sciences (NCATS).
